Source: PubChem BioAssay
CYP2C9 act = activators of human CYP2C9; recombinant CYP2C9, luciferin-H conversion, luminescence; hits give high values; factor 1 = untreated enzyme, 0 = blocked; P11712; activation factor at 5 µM; actives 1.4% (n = 96,000); AID 1024;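 active = activation factor of 2 or more for CYP2C9 at a 5 µM dose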;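 also: 0 = sulfaphenazole-blocked wells and 1 = vehicle-only wells; values of inactives mirror those of a sister screen read the other way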
Target sequence (P11712 whole entry, looked up): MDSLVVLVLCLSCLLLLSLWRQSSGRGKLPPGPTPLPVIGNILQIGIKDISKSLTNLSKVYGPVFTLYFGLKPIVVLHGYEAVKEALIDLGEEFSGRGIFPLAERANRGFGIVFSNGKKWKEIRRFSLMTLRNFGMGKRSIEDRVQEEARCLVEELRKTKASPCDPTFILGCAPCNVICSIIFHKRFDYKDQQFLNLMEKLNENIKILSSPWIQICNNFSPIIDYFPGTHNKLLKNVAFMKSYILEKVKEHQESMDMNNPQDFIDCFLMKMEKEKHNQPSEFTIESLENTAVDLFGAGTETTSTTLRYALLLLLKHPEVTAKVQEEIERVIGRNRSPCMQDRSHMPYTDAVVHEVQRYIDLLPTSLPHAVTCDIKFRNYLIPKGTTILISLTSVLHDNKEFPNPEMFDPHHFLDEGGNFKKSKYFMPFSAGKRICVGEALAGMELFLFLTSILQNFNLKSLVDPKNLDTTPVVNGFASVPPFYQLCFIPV
Candida biofilm = kills Candida albicans biofilms; C. albicans biofilm + clotrimazole, Alamar Blue; inhibition, % at 6 µM; actives 0.14% (n = 85,000); AID 834;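 active = inhibition above 20%; inactive = inhibition below 20%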;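 also: preformed 24 hr biofilms exposed to compound for 48 hr; 0% = biofilm without compound and 100% = blank killed by clotrimazole plus chlorhexidine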
VCAM1 TNFa inh = reduces TNF alpha induced VCAM1 expression in HUVEC; HUVEC TNFa-induced VCAM-1 immunofluorescence, high-content imaging; inhibition, % at 2 µM; actives 0.48% (n = 95,000);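 active = inhibition above the batch mean plus 3 SD, with images confirmed as a hit by eye, cut at about 37% in these data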;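 also: 0% = TNF-stimulated DMSO wells and 100% = unstimulated control wells; not every result past the cut was called active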
CYP2C9 inhib = blocks human cytochrome P450 2C9. CYP2C9 Supersomes, luciferin-H conversion, luminescence. inhibition, % at 5 µM. actives 20% (n = 96,000). AID 777;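 active = blocking of liver enzyme CYP2C9 beyond about 50% at 5 µM, limit read from the data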; also: values of inactives mirror those of a sister screen read the other way
IL1B cytotox = toxic to HUVEC cells under IL-1B stimulation; cell count reduction, % at 2 µM; AID 845; HUVEC cell count loss, Hoechst imaging, IL-1B stimulated; actives 0.41% (n = 94,000);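 active = cell count reduction more than 3 SD above the screen-wide mean, cut at about 70% in these data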;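 also: normalized per plate to untreated control cells as the no-loss baseline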
CYP2C19 inh = human CYP2C19 inhibition | P33261 | CYP2C19 Supersomes, luciferin-H EGE luminescence, 30 min | inhibition, % at 5 µM | actives 21% (n = 96,000) | AID 778;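 active = CYP2C19 inhibition above a set limit at 5 µM in the primary screen, cut at about 50% in these data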;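 also: plate controls were negative control wells for no effect and 2.5 mM tranylcypromine positive control for full effect; values of inactives mirror those of a sister screen read the other way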
Target sequence (P33261 whole entry, looked up): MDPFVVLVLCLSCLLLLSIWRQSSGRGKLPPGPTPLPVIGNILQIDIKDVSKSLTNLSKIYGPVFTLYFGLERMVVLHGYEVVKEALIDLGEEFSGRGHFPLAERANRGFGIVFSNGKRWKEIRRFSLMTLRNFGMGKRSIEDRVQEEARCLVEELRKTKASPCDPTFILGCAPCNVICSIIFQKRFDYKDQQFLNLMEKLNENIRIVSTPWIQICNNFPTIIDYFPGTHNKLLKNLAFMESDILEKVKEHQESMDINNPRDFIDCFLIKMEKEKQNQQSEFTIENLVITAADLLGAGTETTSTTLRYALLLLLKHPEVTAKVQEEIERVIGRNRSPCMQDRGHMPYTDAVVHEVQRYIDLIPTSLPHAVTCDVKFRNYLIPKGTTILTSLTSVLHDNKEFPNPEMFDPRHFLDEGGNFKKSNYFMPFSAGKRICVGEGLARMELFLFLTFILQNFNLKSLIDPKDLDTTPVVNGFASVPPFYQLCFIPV
CYP2C19 act = cytochrome P450 2C19 (human) activation; P33261; recombinant CYP2C19, luciferin-H EGE luminescence; hits give high values; 0 = fully inhibited enzyme, 1 = untreated enzyme; activation factor at 5 µM; 96,000 tested, under 10 active; AID 1025;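 active = activation factor of at least 2 at 5 µM in the primary screen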;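 also: 0 = wells with 2.5 mM tranylcypromine and 1 = vehicle-only wells; values of inactives mirror those of a sister screen read the other way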
DAT uptake mod = human DAT dopamine uptake with cocaine, either direction. Q01959. LLC-PK1 hDAT cells, [14C]-dopamine uptake with cocaine IC80; actives deviate in either direction. B-score at 10 µM. actives 1.3% (n = 110,000). AID 449768;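 active = Z score or B-score, a plate-position-corrected score, falls beyond the plate's 99.7% confidence bounds, in either direction; inactive = both scores lie inside the 99.7% bounds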;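 also: scored against the spread of the other compound wells on the same plate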
HUVEC tox TNFa = toxic to HUVEC cells under TNF alpha stimulation. HUVEC TNFalpha-stimulated, Hoechst cell count, imaging. cell count reduction, % at 2 µM. actives 0.17% (n = 93,000). AID 848;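 active = cell count reduction exceeding the screen mean by over 5 SD, scaled to untreated wells per plate, cut at about 78% in these data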;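 also: cells counted after 24 h of TNF alpha exposure following the 1 h pretreatment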
* = called active by the depositor; . = no result given.

SMILES	CYP2C9 act	Candida biofilm	VCAM1 TNFa inh	CYP2C9 inhib	IL1B cytotox	CYP2C19 inh	CYP2C19 act	DAT uptake mod	HUVEC tox TNFa
N#Cc1nc(-c2ccc(Cl)cc2)oc1NCc1cccc2c1OCO2	0.1	-1.7	4.4	94.1*	25.7	34.5	0.7	-0.179	4.1
CC1CCN(c2nc3nonc3nc2N2CCC(C)CC2)CC1	.	-1.2	-19.8	.	-38.6	.	.	0.272	-14.8
O=C(CC(C(=O)N1CCc2ccccc21)n1ccnc1)N1CCc2ccccc2C1 (stereo unspecified)	0.5	7.8	6.4	49.5	-9.0	73.2*	0.3	.	-13.1
N#Cc1c(NC2CCCCC2)nc(-c2ccco2)c2c1CCCC2	0.8	2.0	15.1	20.1	-123.9	0.9	1	-0.542	-17.5
Cc1cccc(NC(=O)/C(C#N)=C\c2cccnc2)c1	1	.	-2.3	2.5	-14.5	15.1	0.8	0.206	-3.6
CC(=O)N(/N=C1\Sc2ccccc2C1=O)c1ccccc1C	0.7	2.1	5.2	30.0	-2.7	38.9	0.6	0.175	-8.7
CCOC(=O)N1CCC(NS(=O)(=O)c2cc3c(cc2Cl)NC(=O)CO3)CC1	0.9	4.3	-8.6	7.2	-15.2	26.5	0.7	0.0286	-0.4
CCn1c2ccccc2c2cc(N)ccc21	0.8	5.0	19.7	18.7	-201.7	92.7*	0.1	0.00292	-16.5
CCOC(=O)C(Cc1cc(C(C)=O)ccc1OC(C)C)C(=O)OCC	0.4	0.8	.	61.2*	.	60.4*	0.4	-0.0718	.
O=C(NCCSCc1ccccc1)c1ccc(Cl)c(S(=O)(=O)N2CCOCC2)c1	.	9.3	6.1	.	-21.5	.	.	1.33	-15.1
CCC(C)NC(=O)c1ccccc1NC(=O)COc1ccc(OC)cc1 (stereo unspecified)	0.3	-1.4	-7.7	73.4*	-62.4	50.7*	0.5	0.404	-1.3
C=C(C)Cn1c(-c2ccc(OC)cc2)nc2ccccc21	0	7.3	12.3	96.5*	22.8	90.1*	0.1	0.171	-13.1
c1ccc2c(c1)CCCC2NC1=NCCC1 (stereo unspecified)	1	-0.6	.	3.4	.	0.1	1	-0.491	.
CCOC(=O)NC1(C(F)(F)F)NC(=O)N(Cc2ccco2)C1=O (stereo unspecified)	1	3.8	-9.3	-2.4	11.0	12.9	0.9	-0.308	-1.6
CCCN(CCO)Cc1cccc(Br)c1	1.2	.	3.5	-15.6	1.7	17.4	0.8	-0.0363	5.4
COc1ccc(OC2C(=O)N(Cc3ccc4c(c3)OCO4)C2c2sccc2C)cc1 (stereo unspecified)	0.3	.	14.7	69.2*	9.5	74.0*	0.3	0.375	-13.6
COC(=O)NNC(=O)COc1ccc(Cl)cc1	1.1	.	-10.3	-8.9	3.5	-4.0	1	0.52	10.2
CC(C(=O)NCC1(c2ccccc2)CCCC1)N1CCCC1 (stereo unspecified)	1	9.1	15.4	4.9	4.6	29.1	0.7	0.229	-18.5
COc1cc(C(=O)NCCC(=O)NC2CCCCCCC2)cc(OC)c1OC	0.6	10.9	.	37.4	.	82.7*	0.2	0.997	.
CC1CCN(c2ccccc2NC(=O)c2ccc(N3CCOCC3)c([N+](=O)[O-])c2)CC1	0.8	.	21.6	21.2	-47.7	19.2	0.8	-0.14	-13.3
Cc1ccccc1NC(=S)C1=C(O)c2sccc2N(C)S1(=O)=O	0.3	4.2	20.9	72.3*	-0.3	1.8	1	0.526	.
Cc1cc(C)c(S(=O)(=O)N(C)CC(N)=O)c(C)c1	1.4	0.7	2.0	-38.0	-46.6	-9.5	1.1	-0.0527	-7.0
CCn1cc(C(=O)NC2CCC(C)CC2)c(=O)c2cc(S(=O)(=O)N3CCCCC3)ccc21 (stereo unspecified)	0.6	2.6	-0.6	39.2	7.9	6.0	0.9	2.21*	-15.9
O=C(O)C1C2CCCCC2=C2CCCCC2C1C(=O)O (stereo unspecified)	0.8	3.4	12.4	24.0	-2.5	3.7	1	-0.0699	-47.0
Cc1cc(NCCN2CCOCC2)n2nc(C)c(-c3ccc(Cl)cc3)c2n1	0.4	8.2	22.4	56.6*	-28.1	46.4	0.5	0.465	-14.7
(list continues)
SMILES	CYP2C9 act	Candida biofilm	VCAM1 TNFa inh	CYP2C9 inhib	IL1B cytotox	CYP2C19 inh	CYP2C19 act	DAT uptake mod	HUVEC tox TNFa
COC(=O)c1ccccc1NC(=O)CSc1nnc(-c2ccncc2)o1	0.6	5.1	.	39.1	.	68.0*	0.3	-0.48	.
COc1cccc(CC(=O)Nc2nccs2)c1	0.9	2.1	.	13.0	.	41.1	0.6	-0.199	.
Cc1nn(C(C)C(=O)NCCCc2ccccc2)c(=O)c2cc3occc3n12 (stereo unspecified)	0.3	9.9	-15.3	68.4*	8.0	71.4*	0.3	-0.00399	-9.2
COc1ccccc1N(CC(=O)N1CCCCC1)S(=O)(=O)c1ccccc1	0.4	1.7	2.3	56.8*	0.0	25.2	0.7	-0.161	-20.2
COCCOC(=O)c1[nH]c2c(c1C)C(=O)C(C(=O)OC)C(C)C2 (stereo unspecified)	0.8	5.0	2.2	18.4	-13.5	17.6	0.8	0.41	-17.7
O=C(NCc1ccc2c(c1)OCO2)C1CCN(S(=O)(=O)c2ccc(Br)s2)CC1	0.5	5.9	14.5	45.5	8.2	64.6*	0.4	-0.0665	-13.2
Cc1c(NC(=O)C(C)NCC2CCCO2)c(=O)n(-c2ccccc2)n1C (stereo unspecified)	1.1	6.2	17.6	-6.6	1.9	4.2	1	-0.572	8.7
Cc1nc(SCC(=O)Nc2ccc3c(c2)OCO3)c(C#N)c2c1CCCC2	0.8	4.6	9.0	16.0	.	21.3	0.8	-0.0125	-7.6
COc1ccc(CCNc2nnc(C)c(=O)[nH]2)cc1OC	1	0.3	-6.9	4.4	-9.1	8.2	0.9	-0.335	13.9
Cc1ccc(C(=O)Nc2ncc(Cc3ccc(F)cc3)s2)o1	1	-1.2	14.8	4.5	3.0	-3.8	1	.	-7.5
Cn1c(=O)c2c(nc(NC(Cc3ccccc3)C(=O)O)n2Cc2ccccc2)n(C)c1=O (stereo unspecified)	0.8	.	-0.5	20.1	26.8	29.6	0.7	-0.369	-30.9
CCOC(=O)C(/C(C)=N/NC(=O)c1ccccc1[N+](=O)[O-])C(C)C (stereo unspecified)	0.8	.	1.2	21.0	.	44.3	0.6	-1.06	-3.0
Cc1ccc(-n2c(SCC(=O)OC(C)C)nnc2-c2ccco2)cc1	2.3*	6.2	16.8	-130.0	3.2	23.1	0.8	2.2	3.7
O=C(CC(c1ccccc1)c1ccccc1O)NCCN1CCOCC1 (stereo unspecified)	0.5	5.3	.	45.7	.	54.3*	0.5	-7.82*	.
O=C(OCC(=O)N1CCCCC1)c1c[nH]c(=O)[nH]c1=O	0.1	5.4	0.7	89.2*	-16.8	1.1	1	-0.773	13.1
COCCOC(=O)c1c(C)n(C)c2ccc(OC(=O)C3CC3)cc12	0.7	6.1	-10.0	29.9	-2.4	25.0	0.8	-0.0736	-6.3
Cc1n[nH]c(C)c1S(=O)(=O)N1CCN(c2ccccn2)CC1	0.7	3.6	-0.3	34.0	-14.3	2.1	1	0.38	-3.2
O=C(/C=C/c1ccc(Cl)cc1)NCCN1CCOCC1	0.9	.	-4.8	11.0	-0.9	5.6	0.9	-7.83*	20.0
CC(=O)N1CCN(c2ccc(Oc3ncnc4sccc34)cc2)CC1	1.1	7.2	20.0	-7.7	17.0	-13.1	1.1	0.619	-29.6
COc1ccc(OC)c(S(=O)(=O)Nc2ccc(C)c(C)c2)c1	0.2	-1.5	14.4	83.8*	13.4	99.0*	0	0.493	4.8
CC(=O)c1cc(C)ccc1OC(=O)c1ccco1	1.1	2.6	19.4	-6.8	-84.3	1.8	1	-0.932	-20.0
CCCc1cc(C(=O)Nc2sc(C(C)=O)c(C)c2C(=O)OCC)no1	0.5	.	-3.1	46.0	31.7	-10.6	1.1	-0.839	0.0
CCCCOC(=O)NC1CCS(=O)(=O)C1 (stereo unspecified)	1.2	7.3	1.0	-21.2	5.2	-5.7	1.1	0.442	-11.0
CC(C)Cc1nc2oc3c(=O)[nH]cnc3c2c2c1CCC2	1	-2.0	12.3	3.9	-2.9	7.7	0.9	1.14	-33.0
CCCCn1c(SCc2ccccn2)nc2c1c(=O)n(C)c(=O)n2C	.	0.9	16.0	.	-7.4	.	.	-0.115	-0.4

Already shown: an excerpt of the list.
SMILES	CYP2C9 act	Candida biofilm	VCAM1 TNFa inh	CYP2C9 inhib	IL1B cytotox	CYP2C19 inh	CYP2C19 act	DAT uptake mod	HUVEC tox TNFa
CCCc1cc(C(=O)Nc2sc(C(C)=O)c(C)c2C(=O)OCC)no1	0.5	.	-3.1	46.0	31.7	-10.6	1.1	-0.839	0.0
CCCCOC(=O)NC1CCS(=O)(=O)C1 (stereo unspecified)	1.2	7.3	1.0	-21.2	5.2	-5.7	1.1	0.442	-11.0
CC(C)Cc1nc2oc3c(=O)[nH]cnc3c2c2c1CCC2	1	-2.0	12.3	3.9	-2.9	7.7	0.9	1.14	-33.0
CCCCn1c(SCc2ccccn2)nc2c1c(=O)n(C)c(=O)n2C	.	0.9	16.0	.	-7.4	.	.	-0.115	-0.4

Later entries.
SMILES	CYP2C9 act	Candida biofilm	VCAM1 TNFa inh	CYP2C9 inhib	IL1B cytotox	CYP2C19 inh	CYP2C19 act	DAT uptake mod	HUVEC tox TNFa
CCCC(=O)Nc1cnc(NC(=O)c2cccc(F)c2)cc1C	0.8	3.4	15.4	23.2	-2.3	68.4*	0.3	-1.45	-4.8
O=C1C2C3C=CC(C3)C2C(=O)N1Cc1cccnc1 (stereo unspecified)	1	1.4	-6.5	2.6	-25.5	-6.1	1.1	-0.688	-33.6
COc1ccc(NC(=O)CSc2nc(N)c3cc4c(nc3n2)CCCC4)c(OC)c1	0.2	.	-5.8	80.8*	-9.4	22.0	0.8	1.44	-8.6
COC(=O)C(C)Sc1nc2c(c(=O)[nH]c(=O)n2C)n1CCCc1ccccc1 (stereo unspecified)	0.9	3.9	-11.0	14.7	6.5	29.6	0.7	-0.528	-3.2
Cc1onc(-c2ccccc2)c1C(=O)Oc1cccnc1	0.8	9.2	8.0	17.7	-4.2	51.3*	0.5	0.0523	-6.6
O=C(c1cnn(-c2ccccc2)c1)c1ccc2ccccc2c1O	1.3	.	0.7	-31.8	-35.2	18.3	0.8	-0.467	-6.3
N#C/C=C1\Sc2ccccc2C(=O)N1CC(=O)N1CCN(S(=O)(=O)c2ccccc2)CC1	1.2	10.2	.	-15.4	.	-22.8	1.2	0.238	.
COc1ccc(C)cc1NS(=O)(=O)c1cccc2nonc12	0.9	3.2	.	14.9	.	91.6*	0.1	.	.
O=C(CCc1nc2ccccc2c(=O)[nH]1)NC1CCN(Cc2ccccc2)CC1	0.8	6.2	.	23.2	.	9.9	0.9	1.16	.
COc1cc2nc(SCC(N)=O)n(CCC3=CCCCC3)c(=O)c2cc1OC	0.7	-4.9	-6.5	34.8	-6.9	17.5	0.8	-0.246	-26.8
Cn1c(=O)c2c(n(Cc3ccccc3)c1=O)NC(=O)C2CC(=O)O (stereo unspecified)	0.7	-4.6	7.3	25.3	-84.8	-7.9	1.1	1.43	7.8
CCC1Oc2ccccc2N(CC(=O)NCCN2CCc3ccccc3C2)C1=O (stereo unspecified)	0.9	9.5	-2.5	10.6	-16.7	16.9	0.8	-0.593	3.5
NS(=O)(=O)c1ccc(CNC(=O)/C=C/c2c(Cl)cccc2Cl)cc1	1.5	.	15.6	-48.3	-36.4	-9.1	1.1	.	-32.0
Cc1ccc(C(=O)N/N=C\c2cccn2C)cn1	1	-0.9	3.6	-0.5	-12.3	7.2	0.9	1.31	-28.4
CCc1oc(C(=O)O)cc1CN(CC)CC	0.8	3.6	18.8	17.0	14.0	16.4	0.8	-0.703	-24.2
